Assay outcomes from PubChem BioAssay.
IDH1 R132H inh: inhibitors of human mutant IDH1 R132H; AID 602179; O75874; IDH1-R132H enzyme, NADPH consumption, diaphorase/resazurin fluorescence; hit rate 0.093% among 390,000; Potency, µM (highest dose often 76.6 µM), for the others: at the top dose activity change, negative = inhibition, usual class: inhibitors; also: % is scaled to controls: 0 for no effect and ±100 for the full control effect; nearly all actives have a fitted effect of over 65% in size
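IDH1-R132H (0.5 ug/mL) preincubated 30 min with compound, then NADPH (0.016 mM) and alpha-KG (2 mM) added; 80 min at RT, pH 7.5. Remaining NADPH coupled via diaphorase/resazurin to fluorescence (540/590 nm); concentration-response curves normalized to no-enzyme control.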
Vif-A3G inh: Vif-A3G binding inhibition | Potency, µM (titrated, usually from 46.1 µM), for the others: at the highest dose activity, negative = active, actives largely listed as inhibitors | Q9HC16 | HeLa A3G-eYFP + Vif (tagged APOBEC3G with the HIV-1 protein that degrades it), YFP fluorescence, overnight | AID 602310 | hit rate 0.076% among 410,000;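 also: % is scaled to controls: 0 for no effect and ±100 for the full control effect; nearly all actives have a fitted effect of over 60% in size; hits raise eYFP signal because A3G escapes Vif-driven loss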
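Read-out is eYFP fluorescence (Ex 488/Em 500-530) from Vif-expressing HeLa A3G-eYFP cells; more signal means A3G escaped Vif-mediated degradation. Cells plated overnight, compound pinned in, incubated overnight at 37 deg C.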
USP1 inh: USP1/UAF1 (human) deubiquitinase inhibition | hit rate 0.23% among 390,000 | Potency, µM (titrated, usually from 57.1 µM), for inactives: at the highest dose activity change, negative = inhibition, most hits filed as inhibitors | O94782 | recombinant USP1/UAF1, Ub-Rhodamine cleavage fluorescence; also: % is scaled to controls: 0 for no effect and ±100 for the full control effect; nearly all actives have a fitted effect of over 60% in size; inactives centre near -12
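USP1/UAF1 complex at 1 nM was preincubated with compound for 15 min at room temperature, then Ub-Rho substrate (150nM final) was added. Fluorescence (480/540 nm) was read kinetically, 6 reads every 60 seconds.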
ALOX12 inh: inhibitors of human 12S-lipoxygenase ALOX12; hit rate 1.1% among 580,000; Potency, µM (titrated, usually from 108 µM), inactives show at the highest dose activity change, negative = inhibition, actives largely listed as inhibitors; P18054; purified 12hLO, xylenol orange hydroperoxide absorbance; also: % is scaled to controls: 0 for no effect and ±100 for the full control effect
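Hydroperoxide product was detected by ferrous iron/xylenol orange as the 573 to 405 nm absorbance ratio. Arachidonic acid at 40 uM (final) was turned over for 30 min at room temperature by 150 nM human 12hLO, pH 7.0 Hepes buffer, after 15 min compound preincubation.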
TrxR1 inh: inhibitors of rat thioredoxin reductase 1; O89049; recombinant rTrxR1, NADPH fluorescence consumption, selenite substrate; Potency, µM (series often up to 114 µM), for inactives: at the highest dose activity change, negative = inhibition, hits mostly inhibitors; hit rate 1% among 390,000; also: % is scaled to controls: 0 for no effect and ±100 for the full control effect; nearly all actives have a fitted effect of over 65% in size
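Rat TrxR1 (90 nM in the dispensed reagent) was pre-reduced with 400 uM NADPH for 5 min at room temperature, then incubated with compound for 15 min. After 400 uM selenite was added, NADPH fluorescence (Ex 340/Em 450 nm) was followed for 8 min.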
RXFP1 ag: activates the human relaxin receptor RXFP1; Q9HBX9; HEK293T-RXFP1 cAMP TR-FRET, 30 min; response scale: percent of porcine relaxin response, buffer zero; Potency, µM (doses to about 57.5 µM), for inactives: at the top dose activation, actives largely listed as activators; hit rate 0.3% among 370,000; also: % is scaled to controls: 0 for no effect and ±100 for the full control effect; nearly all actives have a fitted effect of over 60% in size; many of its hits are not listed in these tables
Target sequence (Q9HBX9 whole entry, looked up): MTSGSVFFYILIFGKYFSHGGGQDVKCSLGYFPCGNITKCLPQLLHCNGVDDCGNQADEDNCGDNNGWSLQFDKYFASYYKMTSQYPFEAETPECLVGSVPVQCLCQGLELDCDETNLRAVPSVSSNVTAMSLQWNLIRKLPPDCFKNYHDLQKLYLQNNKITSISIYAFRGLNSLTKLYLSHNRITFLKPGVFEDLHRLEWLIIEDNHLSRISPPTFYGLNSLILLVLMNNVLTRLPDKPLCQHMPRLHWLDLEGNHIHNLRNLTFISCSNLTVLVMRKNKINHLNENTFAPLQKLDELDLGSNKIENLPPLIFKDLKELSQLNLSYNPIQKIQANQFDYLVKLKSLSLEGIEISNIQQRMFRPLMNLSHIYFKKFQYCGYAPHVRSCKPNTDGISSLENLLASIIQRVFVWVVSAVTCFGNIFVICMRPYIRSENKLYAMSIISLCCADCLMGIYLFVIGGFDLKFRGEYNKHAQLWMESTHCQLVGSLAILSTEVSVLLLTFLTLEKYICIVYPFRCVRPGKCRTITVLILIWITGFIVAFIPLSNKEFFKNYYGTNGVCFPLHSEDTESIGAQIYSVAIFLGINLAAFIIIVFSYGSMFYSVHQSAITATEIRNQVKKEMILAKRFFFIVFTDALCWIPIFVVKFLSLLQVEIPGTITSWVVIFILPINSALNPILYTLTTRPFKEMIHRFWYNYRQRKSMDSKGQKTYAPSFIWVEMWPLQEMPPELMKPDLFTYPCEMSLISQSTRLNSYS
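Agonist response is measured as cAMP accumulation in an RXFP1-transfected HEK293T line under PDE4 inhibition. Values are scaled between buffer-only and 29 nM porcine relaxin, and EC50s come from standard Hill equation fits.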
RGS4 inh: blocks human RGS4-accelerated GTP hydrolysis; P49798; Transcreener GDP fluorescence polarization, RGS4-accelerated GTP hydrolysis; Potency, µM (series often up to 114 µM), for the others: at the top dose activity change, negative = inhibition, most hits filed as inhibitors; hit rate 0.039% among 390,000; AID 504845; also: % is scaled to controls: 0 for no effect and ±100 for the full control effect; nearly all actives have a fitted effect of over 75% in size; some results filed as inactive show a strong effect at the top dose
Target sequence (P49798 whole entry, looked up): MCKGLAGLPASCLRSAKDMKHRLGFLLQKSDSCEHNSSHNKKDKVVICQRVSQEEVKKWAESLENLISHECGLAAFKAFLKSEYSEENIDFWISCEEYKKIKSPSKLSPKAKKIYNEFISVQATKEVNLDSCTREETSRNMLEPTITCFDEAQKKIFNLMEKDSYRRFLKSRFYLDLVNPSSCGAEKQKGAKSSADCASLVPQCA
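MLSMR compounds (23 nl, pin-transferred) preincubated 10 min at room temperature with a 500nM (2x) first reagent, then RGS4 at 900nM (2x) plus Transcreener GDP mix added; fluorescence polarization (620/688 nm) read before and after 90 min at 30 °C.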
Vif-A3F inh: blocks the Vif interaction with APOBEC3F | HeLa A3F-eYFP + Vif (tagged APOBEC3F with the HIV-1 protein that degrades it), YFP fluorescence increase | Potency, µM (doses to about 46.1 µM), inactives show at the top dose activity, negative = active | hit rate 0.2% among 390,000 | AID 602313; also: % of control where 0% means no effect; nearly all actives have a fitted effect of over 65% in size
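HeLa cells stably expressing Vif plus C-terminally eYFP-tagged A3F were seeded, incubated overnight at 37 deg C, dosed with compound, incubated overnight again at 37 deg C. Yellow fluorescence (Ex 488/Em 500-530) reported blocked Vif-mediated A3F-eYFP degradation.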
TrxR1 substrate: rat thioredoxin reductase 1 substrate activity | O89049 | AID 588456 | hit rate 0.01% among 390,000 | purified TrxR1 substrate turnover, NADPH consumption readout | Potency, µM (highest dose often 114 µM), without a hit: top-dose activity change, negative = substrate turnover; also: % is scaled to controls: 0 for no effect and ±100 for the full control effect; nearly all actives have a fitted effect of over 50% in size
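Rat TrxR1, dispensed at 90 nM, was prereduced with 400 uM NADPH (final) for 5 min at ~22 deg C, then incubated with compound 15 min before 400 uM selenite. A first-read NADPH fluorescence drop versus no-compound background flagged substrates.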
* = called active by the depositor; [ ] = remark or other dose. Calls follow the shape of the dose curve; as a rule, active = well fitted curve in the direction sought with a large enough effect; inconclusive = small, poorly fitted or top-dose-only effect, or another doubt; inactive = no such curve, though single readings can be large; an effect the other way counts as inactive or inconclusive. Potency is read from the fitted curve at half-maximal effect. A portion of the library (hit frequency here may not be typical).

What do the screens show for `CCN(CC)CCNS(=O)(=O)c1ccc2c3c(cccc13)C(=O)N2`?
IDH1 R132H inh: 4%; Vif-A3G inh: -4%; USP1 inh: -4%; ALOX12 inh: 0%; TrxR1 inh: 3%[57.1 µM]; RXFP1 ag: 13%; RGS4 inh: -1%; Vif-A3F inh: 0%; TrxR1 substrate: 52%[activator][57.1 µM]

How did Nc1nc(SCC(=O)Nc2cccc(S(=O)(=O)N3CCCCCC3)c2)n[nH]1 do in these assays?
IDH1 R132H inh: 4%; Vif-A3G inh: 10%; USP1 inh: -12%; ALOX12 inh: 0%; TrxR1 inh: 13%[57.1 µM]; RXFP1 ag: -1.3%; RGS4 inh: 7%; Vif-A3F inh: 4%; TrxR1 substrate: 4%[57.1 µM]

How did COc1ccc(CCC(=O)NCC(c2ccco2)N2CCc3ccccc32)cc1 (stereo not given) do in these assays?
IDH1 R132H inh: 11%; Vif-A3G inh: -12%; USP1 inh: -19%; ALOX12 inh: inconclusive; TrxR1 inh: 5%; RXFP1 ag: 3.6%; RGS4 inh: inconclusive; Vif-A3F inh: -3%; TrxR1 substrate: -7%

How did COc1ccc(C2C(C(=O)Nc3cccc(OC)c3)c3ccccc3C(=O)N2C)cc1 (stereo not given) do in these assays?
IDH1 R132H inh: 6%; Vif-A3G inh: -6%; USP1 inh: -15%; ALOX12 inh: 1%; TrxR1 inh: 8%[57.1 µM]; RXFP1 ag: -2.1%; RGS4 inh: 11%; Vif-A3F inh: inconclusive; TrxR1 substrate: 8%[57.1 µM]

Results for O=C(COC(=O)c1ccc2ccccc2n1)c1ccc(F)cc1 ?
IDH1 R132H inh: 10%; Vif-A3G inh: -4%; USP1 inh: -2%; ALOX12 inh: 1%; TrxR1 inh: 16%[57.1 µM]; RXFP1 ag: 0.5%; RGS4 inh: -9%; Vif-A3F inh: inconclusive; TrxR1 substrate: -17%[57.1 µM]

Results for O=c1[nH]c(NCCO)nnc1Cc1ccc(Cl)cc1 ?
IDH1 R132H inh: -4%; Vif-A3G inh: 0%; USP1 inh: 1%; ALOX12 inh: 0%; TrxR1 inh: 10%[57.1 µM]; RXFP1 ag: 4.0%; RGS4 inh: 10%; Vif-A3F inh: 0%; TrxR1 substrate: 7%[57.1 µM]

How did CCCn1c(C(C)C)n[nH]c1=S do in these assays?
IDH1 R132H inh: -5%; Vif-A3G inh: -1%; USP1 inh: 0%; ALOX12 inh: -5%; TrxR1 inh: 4%; RXFP1 ag: 3.8%; RGS4 inh: 18%; Vif-A3F inh: 5%; TrxR1 substrate: 3%

Results for CCC1=NC(c2ccccc2Cl)N(O)C1(C)C (stereo not given) ?
IDH1 R132H inh: -8%; Vif-A3G inh: 4%; USP1 inh: -9%; ALOX12 inh: 1%; TrxR1 inh: 0%[11.4 µM]; RXFP1 ag: 0.9%; RGS4 inh: 5%; Vif-A3F inh: -3%; TrxR1 substrate: 16%[57.1 µM]

Results for Cc1cc(Oc2nnnn2-c2ccccc2)ccc1Cl ?
IDH1 R132H inh: 9%; Vif-A3G inh: -4%; USP1 inh: -13%; ALOX12 inh: 0%; TrxR1 inh: 2%; RXFP1 ag: 0.9%; RGS4 inh: 12%; Vif-A3F inh: -12%; TrxR1 substrate: 4%

How did Cc1ccc(N2CCN(C(=S)Nc3ccccc3)CC2)cc1 do in these assays?
IDH1 R132H inh: -9%; Vif-A3G inh: 0%; USP1 inh: -24%; ALOX12 inh: -8%; TrxR1 inh: -9%; RXFP1 ag: -0.3%; RGS4 inh: -18%; Vif-A3F inh: -1%; TrxR1 substrate: -9%

Results for O=C(COc1ccc2ccccc2c1)NNC(=O)c1cccs1 ?
IDH1 R132H inh: 3%; Vif-A3G inh: 1%; USP1 inh: -7%; ALOX12 inh: -11%; TrxR1 inh: -9%; RXFP1 ag: 0.2%; RGS4 inh: 9%; Vif-A3F inh: -3%; TrxR1 substrate: -7%

Results for Cc1ccc(C)c(S(=O)(=O)c2cn(Cc3ccccc3)c3cc(F)c(F)cc3c2=O)c1 ?
IDH1 R132H inh: -8%; Vif-A3G inh: -3%; USP1 inh: -2%; ALOX12 inh: -22%; TrxR1 inh: 10%; RXFP1 ag: 2.0%; RGS4 inh: -6%; Vif-A3F inh: 4%; TrxR1 substrate: -1%

How did CCOc1ccccc1NC(=O)CN(C)S(=O)(=O)c1ccc2[nH]c(=O)oc2c1 do in these assays?
IDH1 R132H inh: 9%; Vif-A3G inh: 0%; USP1 inh: -20%; ALOX12 inh: -7%; TrxR1 inh: 23%; RXFP1 ag: -0.3%; RGS4 inh: -10%[56.9 µM]; Vif-A3F inh: -2%; TrxR1 substrate: -3%

Results for COc1cc(OC)cc(C(=O)N(Cc2cc3cc(C)ccc3[nH]c2=O)C(C)C)c1 ?
IDH1 R132H inh: 13%; Vif-A3G inh: 5%; USP1 inh: -25%; ALOX12 inh: 401%[activator]; TrxR1 inh: -6%; RXFP1 ag: 0.1%; RGS4 inh: 13%; Vif-A3F inh: -5%; TrxR1 substrate: -5%

How did CCn1cc(C(=O)N[C@H](C(=O)NCCO)C(C)C)c(=O)c2cc3c(cc21)OCO3 do in these assays?
IDH1 R132H inh: -3%; Vif-A3G inh: 4%; USP1 inh: -22%; ALOX12 inh: -1%; TrxR1 inh: 4%; RXFP1 ag: -0.5%; RGS4 inh: 2%; Vif-A3F inh: -21%; TrxR1 substrate: 3%

How did O=C(COC(=O)COc1ccccc1[N+](=O)[O-])Nc1cccc(Br)c1 do in these assays?
IDH1 R132H inh: 5%; Vif-A3G inh: -5%; USP1 inh: -24%; ALOX12 inh: -14%; TrxR1 inh: -11%; RXFP1 ag: -1.3%; RGS4 inh: -1%; Vif-A3F inh: 0%; TrxR1 substrate: -10%

How did CCCc1ccc(C2=Nn3c(nnc3C(C)C)SC2)cc1 do in these assays?
IDH1 R132H inh: 14%; Vif-A3G inh: 0%; USP1 inh: inconclusive; TrxR1 inh: -11%; RXFP1 ag: -0.4%; RGS4 inh: -51%; Vif-A3F inh: -1%; TrxR1 substrate: -4%

How did CCCCOC(=O)c1ccc(NC(=O)c2cnc3ccc(C)cn3c2=O)cc1 do in these assays?
IDH1 R132H inh: 8%; Vif-A3G inh: 4%; USP1 inh: 21%; ALOX12 inh: -20%; TrxR1 inh: 14%; RXFP1 ag: -1.1%; RGS4 inh: 11%; Vif-A3F inh: -4%; TrxR1 substrate: -3%

How did O=C1c2cccc3cccc(c23)C(=O)N1Cc1ccccc1 do in these assays?
IDH1 R132H inh: 6%; Vif-A3G inh: -2%; USP1 inh: -13%; ALOX12 inh: 61%[activator]; TrxR1 inh: 19%; RXFP1 ag: 2.1%; RGS4 inh: -6%; Vif-A3F inh: 0%; TrxR1 substrate: 9%

What do the screens show for `O=C(/C=C\c1ccccc1)Nc1ccc(NC(=O)c2ccco2)cc1`?
IDH1 R132H inh: 0%; Vif-A3G inh: -6%; USP1 inh: -8%; ALOX12 inh: -14%; TrxR1 inh: 20%; RXFP1 ag: -0.9%; RGS4 inh: inconclusive; Vif-A3F inh: -10%; TrxR1 substrate: 1%[57.1 µM]

What do the screens show for `CN(CC(=O)NCc1ccccc1Cl)S(=O)(=O)c1cccs1`?
IDH1 R132H inh: 5%; Vif-A3G inh: -8%; USP1 inh: -16%; ALOX12 inh: -2%; TrxR1 inh: 9%[57.1 µM]; RXFP1 ag: 3.3%; RGS4 inh: -7%; Vif-A3F inh: 3%; TrxR1 substrate: 2%[57.1 µM]

What do the screens show for `COc1ccc(C(=O)c2c[nH]cc2-c2ccccc2)cc1`?
IDH1 R132H inh: 2%; Vif-A3G inh: -2%; USP1 inh: -8%; ALOX12 inh: 0%; TrxR1 inh: -16%; RXFP1 ag: 1.0%; RGS4 inh: 12%; Vif-A3F inh: -5%; TrxR1 substrate: -13%

What do the screens show for `Cc1ccccc1OCC(=O)NCCN(C)C`?
IDH1 R132H inh: 1%; Vif-A3G inh: -2%; USP1 inh: -15%; ALOX12 inh: -18%; TrxR1 inh: 3%; RXFP1 ag: -0.3%; RGS4 inh: -7%; Vif-A3F inh: 2%; TrxR1 substrate: 10%[57.1 µM]

What do the screens show for `CC(=O)Nc1ccc(C(=O)COC(=O)Cc2ccsc2)c(F)c1`?
IDH1 R132H inh: 3%; Vif-A3G inh: 1%; USP1 inh: -3%; ALOX12 inh: 8%; TrxR1 inh: 21%; RGS4 inh: -14%; Vif-A3F inh: 2%; TrxR1 substrate: 8%

Two compounds drawn at random from those above, as already listed:
What do the screens show for `O=C(/C=C\c1ccccc1)Nc1ccc(NC(=O)c2ccco2)cc1`?
IDH1 R132H inh: 0%; Vif-A3G inh: -6%; USP1 inh: -8%; ALOX12 inh: -14%; TrxR1 inh: 20%; RXFP1 ag: -0.9%; RGS4 inh: inconclusive; Vif-A3F inh: -10%; TrxR1 substrate: 1%[57.1 µM]

How did CCCc1ccc(C2=Nn3c(nnc3C(C)C)SC2)cc1 do in these assays?
IDH1 R132H inh: 14%; Vif-A3G inh: 0%; USP1 inh: inconclusive; TrxR1 inh: -11%; RXFP1 ag: -0.4%; RGS4 inh: -51%; Vif-A3F inh: -1%; TrxR1 substrate: -4%
